Screening results: PubChem, National Center for Advancing Translational Sciences (NCATS)
a7 integrin act: qHTS for Activators of Integrin-Mediated Alleviation for Muscular Dystrophy | alpha7betagal myoblasts, beta-gal FDG fluorescence, 48 h | Potency, µM (titrated, usually from 38.3 µM), without a hit: at the highest dose activation, hits mostly activators | 350,000 tested, 0.064% active | AID 624291, 2012;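 note: potency is the fitted concentration of half-maximal effect; 100% = response of the positive control SU9516; nearly all actives have a fitted effect of over 60% in size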
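alpha7betagal+/- myoblasts (passage 13, 250/well) treated 48 h at 37C with compounds at 1:260 dilution of DMSO stock. Lysed, then beta-galactosidase activity read as FDG fluorescence (ex 480/em 540) after 30 min, with pre-read for autofluorescence.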
AT treatment: qHTS Assay for Identifying a Potential Treatment of Ataxia-Telangiectasia. […] A-T fibroblasts, KAP-1 phosphorylation AlphaLISA; neocarzinostatin DNA damage 30 min before lysis. 320,000 tested, 0.19% active. Potency, µM (series often up to 57.5 µM), without a hit: at the top dose activation, usual class: activators; note: potency is the fitted concentration of half-maximal effect; % of control where 0% means no effect; nearly all actives have a fitted effect of over 45% in size
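ATM-like activity read as KAP-1 phosphorylation via AlphaLISA donor/acceptor antibody pairs after lysis and 6 hr at 25C. Cells were ATM-null patient fibroblasts ([…], hTERT), dosed 60 min, then exposed to the DSB inducer NCS for 30 min.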
Tb PFK inh: qHTS Assay to Find Inhibitors of T. brucei phosphofructokinase; ATP-dependent 6-phosphofructokinase (Trypanosoma brucei brucei), O15648; T. brucei PFK, ADP-Glo luminescence; Potency, µM (highest dose often 57.5 µM), inactives show top-dose activity, negative = inhibition, most hits filed as inhibitors; 330,000 tested, 0.17% active; AID 485367, 2010;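 note: potency is the fitted concentration of half-maximal effect; 0% = uninhibited 1x PFK enzyme wells and -100% = no-enzyme wells; nearly all actives have a fitted effect of over 60% in size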
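1.25 nM PFK with 0.5 mM F6P and 0.1 mM ATP in 0.1 M TEA pH 8.0, 5 mM MgCl2, incubated 45 min at room temperature; ADP measured by ADP-Glo luminescence; compounds titrated up to 57 uM.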
Mito fusion yeast: qHTS Assay for Small Molecule Inhibitors of Mitochondrial Division or Activators of Mitochondrial Fusion; S. cerevisiae fusion-defective mutant growth rescue, CellTiterGlo 48 h; Potency, µM (doses to about 46.1 µM), for inactives: at the highest dose growth rescue (activation), actives largely listed as activators; 320,000 tested, 0.23% active; AID 485298, 2010;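 note: potency is the fitted concentration of half-maximal effect; % of control where 0% means no effect; nearly all actives have a fitted effect of over 45% in size; temperature-sensitive fusion mutants such as fzo1-1 at 37 °C on non-fermentable ethanol glycerol medium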
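S. cerevisiae fusion-defective temperature-sensitive mutants (e.g. fzo1-1, mgm1-5) grown 48 h at 37C in YPEG (ethanol/glycerol non-fermentable) medium with 23 nl compound per well; growth rescue read as CellTiterGlo luminescence.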
ELG1 DNA repair: qHTS screen for small molecules that inhibit ELG1-dependent DNA repair in human embryonic kidney (HEK293T) cells expressing luciferase-tagged ELG1 | Potency, µM (titrated, usually from 46.1 µM), for inactives: at the top dose activity change, negative = inhibition, hits mostly inhibitors | HEK293T ELG1-luciferase reporter, luminescence, 16 h; DNA damage induced by 5-fluorouridine | 330,000 tested, 2.3% active; note: potency is the fitted concentration of half-maximal effect; % is set by controls: 0 for no effect and ±100 for the full control effect; nearly all actives have a fitted effect of over 55% in size
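Reporter activity after DNA damage by 5-fluorouridine is monitored. Compound-treated cells incubate 16 hr at 37 °C, then ONE-Glo is added for 30 min before luminescence reading.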
TSHR antag: Antagonists of the Thyroid Stimulating Hormone Receptor: HTS campaign | AID 504810, 2011 | activity change, negative = inhibition, % at 11.5 µM | TSHR-expressing cells, TSH-stimulated cAMP HTRF, 2 h; active compounds read low | Thyrotropin receptor (Homo sapiens), P16473 | 330,000 tested, 0.2% active;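 active = activity change below a set negative limit, meaning inhibition stronger than a set level, cut at about -70% in these data; inconclusive = activity change between two set negative limits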; note: % is set by controls: 0 for no effect and ±100 for the full control effect
Target sequence (P16473 whole entry, looked up): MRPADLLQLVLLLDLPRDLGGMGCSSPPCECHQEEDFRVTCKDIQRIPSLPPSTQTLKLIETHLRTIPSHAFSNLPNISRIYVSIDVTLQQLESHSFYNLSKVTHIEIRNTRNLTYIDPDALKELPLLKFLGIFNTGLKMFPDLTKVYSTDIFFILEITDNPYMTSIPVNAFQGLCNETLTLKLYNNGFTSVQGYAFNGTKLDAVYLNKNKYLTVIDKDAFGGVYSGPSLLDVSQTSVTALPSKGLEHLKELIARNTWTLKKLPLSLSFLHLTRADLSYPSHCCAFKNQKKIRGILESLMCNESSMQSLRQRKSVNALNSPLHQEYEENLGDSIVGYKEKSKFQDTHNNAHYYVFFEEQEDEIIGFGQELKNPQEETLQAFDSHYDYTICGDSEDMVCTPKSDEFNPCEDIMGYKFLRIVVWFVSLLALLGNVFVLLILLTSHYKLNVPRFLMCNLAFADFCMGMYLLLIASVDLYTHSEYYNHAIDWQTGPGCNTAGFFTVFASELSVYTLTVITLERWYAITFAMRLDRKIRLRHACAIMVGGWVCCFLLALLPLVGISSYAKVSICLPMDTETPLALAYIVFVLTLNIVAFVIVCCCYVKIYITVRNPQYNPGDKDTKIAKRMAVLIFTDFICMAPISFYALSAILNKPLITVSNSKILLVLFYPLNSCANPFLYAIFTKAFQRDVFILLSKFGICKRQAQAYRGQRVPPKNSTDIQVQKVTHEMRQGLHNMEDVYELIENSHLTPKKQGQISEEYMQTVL
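TSHR-expressing cells were treated with compounds, then stimulated with TSH at EC80 (4nM final) for 2 hours at 37 deg C. Cellular cAMP was measured by HTRF competition between lysate cAMP and cAMP-d2 for a cryptate-labelled anti-cAMP antibody.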
Chronic BCR inh: qHTS Assay to Find Inhibitors of Chronic Active B-Cell Receptor Signaling; ABC-DLBCL IkBa-CBG/CBR reporter, luminescence ratio, 4 h; Potency, µM (highest dose often 46.1 µM), for the others: at the top dose ratio change, negative = lower green/red ratio, actives largely listed as inhibitors; 340,000 tested, 0.05% active; AID 493014, 2011; active = well fitted inhibition curve with a large enough effect in the signal ratio, with a control signal flat, not every such curve was filed as active; inconclusive = small, poorly fitted or top-dose-only effect, or effect the other way, or a change in a side signal; the % refers to the signal ratio;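 note: potency is the fitted concentration of half-maximal effect; plate controls were basal doxycycline-induced cells for no effect and cells given 10 µM MG132 for full effect; MG132 reads +100%, hits lower the ratio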
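Concentration-response series (up to 46 uM) were applied to TMD8 dual-reporter cells for 4 h at 37C with doxycycline. Green/red ratio, after filter-overlap correction, defined %Activity; red signal alone was normalised to basal cells and zero luminescence.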
TSG101-PTAP inh: qHTS Assay for Iinhibitors of HIV-1 Budding by Blocking the Interaction of PTAP/TSG101 | Tumor susceptibility gene 101 protein (Homo sapiens), Q99816 | Fluorescence polarization, FITC-PTAP peptide / Tsg101 binding | AID 493005, 2010 | 340,000 tested, under 10 active | Potency, µM (series often up to 115 µM), for the others: at the highest dose activity change, negative = inhibition, most hits filed as inhibitors; active = well fitted inhibition curve with a large enough effect in the main read-out, with a control signal flat, not every such curve was filed as active; inconclusive = small, poorly fitted or top-dose-only effect, or effect the other way, or a change in a side signal; inactive = no such curve, though single readings can be large or run the other way; note: potency is the fitted concentration of half-maximal effect; % of control where 0% means no effect
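Tsg101 binding domain (10 uM final) was mixed with compound and a FITC-labeled PTAP peptide (50 nM final) in HEPES pH 7.5 buffer with NaCl, Tween 20, EDTA and TCEP; fluorescence polarization was read after 20 min at r.t.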
TCR act: Activators of T cell receptors: qHTS campaign. AID 504894, 2011. 330,000 tested, under 10 active. Potency, µM (doses to about 9.22 µM), inactives show top-dose activation of IL-2 secretion, actives largely listed as activators. primary human leukocytes, anti-CD3, IL-2 HTRF, 48 h; note: % of control where 0% means no effect
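IL-2 release read by HTRF sandwich (Eu cryptate donor, d2 acceptor, 665 nm emission) after 48 hr exposure of primary human leukocytes to compound together with anti-CD3 beads in the absence of co-stimulatory signals.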
Eya2 phos inh: qHTS Assay for Inhibitors of the Phosphatase Activity of Eya2; recombinant Eya2, OMFP fluorescence dephosphorylation (OMFP is methylfluorescein phosphate); Potency, µM (doses to about 76.9 µM), for inactives: at the highest dose activity, negative = inhibition, most hits filed as inhibitors; 330,000 tested, 0.006% active; AID 488837, 2010; note: potency is the fitted concentration of half-maximal effect; % is set by controls: 0 for no effect and ±100 for the full control effect
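Eya2 (0.2 uM) preincubated 10 min at ambient with compound, then OMFP substrate added at 50 uM; 10 min reaction in 50 mM HEPES pH 7.5, 50 mM NaCl, 5 uM MgCl2, 0.05% BSA, 1 mM DTT. Fluorescence read at Ex 485/Em 525 nm.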
ASM inhibitor: Inhibitors of Secretory Acid Sphingomyelinase (S-ASM): qHTS | Potency, µM (doses to about 57.5 µM), for inactives: at the highest dose activity change, negative = inhibition, actives largely listed as inhibitors | AID 504937, 2011 | 340,000 tested, 0.006% active | placental ASM, HMU-PC fluorogenic substrate, 60 min | Sphingomyelin phosphodiesterase (Homo sapiens), P17405; note: potency is the fitted concentration of half-maximal effect
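Steps: dispense placental human ASM, pin compound, wait 10 min at room temperature, add HMU-PC0 substrate at 9 uM final, incubate 60 min at 37 °C, add stop solution raising pH to 10, read fluorescence.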
* marks the source's active call; other numbers are inactive results; ? = inconclusive; / = no result given; [ ] = another dose, or the depositor's remark. Unless noted, calls come from the whole dose curve; as a rule, active = well fitted curve in the direction sought with a large enough effect; inconclusive = small, poorly fitted or top-dose-only effect, or another doubt; inactive = no such curve, though single readings can be large; an effect the other way counts as inactive or inconclusive.

SMILES	a7 integrin act	AT treatment	Tb PFK inh	Mito fusion yeast	ELG1 DNA repair	TSHR antag	Chronic BCR inh	TSG101-PTAP inh	TCR act	Eya2 phos inh	ASM inhibitor
O=C(N/N=C/C1C(c2ccccc2)C1(Cl)Cl)c1cccc(Br)c1 (configuration not stated)	6%	-2%	-4%	1%	?	-6	?	0%	-7%	-31%	-2%
CN(C)c1ccc(C(CNC(=O)c2ccc(C#N)cc2)c2c[nH]c3ccccc23)cc1 (configuration not stated)	-14%	-7%	0%	10%	?	-3	-1%	0%	1%[46.1 µM]	-4%	-8%
O=c1cc(-c2ccccc2Cl)oc2ccc([N+](=O)[O-])c(O)c12	6%	-20%	-3%	?	-3%	-23	1%	-5%	-6%	-6%	-12%
O=C(CCc1nnc(-c2ccc3c(c2)OCO3)o1)NC(c1cccnc1)C(F)(F)F (configuration not stated)	-32%	-3%	-3%	0%	-1%	14	?	-2%	8%	-2%	2%
COCCNC(=O)CN(c1ccc(OC)c(OC)c1)S(=O)(=O)c1ccc(C)cc1	-11%	4%	0%	2%	5%	4	0%	-6%	-1%	-2%	0%
CC(=O)Nc1ccc2c(c1)ncn2-c1ccccc1	4%	-3%	-5%	0%	?	-6	?	0%	4%	-20%	-1%
Cc1ccc(N(C(=O)Cn2nnc(-c3ccccc3)n2)C(C(=O)NC2CCCCC2)c2ccccn2)cc1C (configuration not stated)	5%	-7%	4%	-7%	-9%	5	-7%	-2%	1%[46.1 µM]	0%	4%
Cc1cc(C)n2nc(SCc3cccc(F)c3)nc2n1	-13%	5%	1%	22%	?	-3	?	-2%	-3%	-5%	-2%
CCOC(=O)N1CCN(C(=O)c2oc3ccc(S(=O)(=O)N4CCOCC4)cc3c2C)CC1	-25%	/	1%	7%	?	14	-5%	-8%	-3%	-13%	0%
Cc1cc(C(=O)Nc2c(C)nn(Cc3ccc(F)cc3)c2C)on1	14%	4%	7%	5%	5%	23	0%	-5%	-2%	5%	-3%
COc1ccc(-c2noc(CCC(=O)NC3CCN(Cc4ccccc4)CC3)n2)cc1	-18%	1%	-2%	-2%	-15%	1	?	-3%	-1%	-2%	2%
COc1ccc(OC)c(NC(=O)c2nnn(Cc3ccc(Br)cc3F)c2N)c1	-3%	5%	-5%	3%	21µM*	-14	?	-5%	2%	4%	-14%
C#CCOCCOCCOCCNc1nc(N2CCN(C(=O)CCCCCCCCCCNC(=O)[C@H](CCCCN)n3cc(C)nn3)CC2)nc(N2CCN(C(=O)CCCCCCCCCCNC(=O)[C@H](CO)n3cc(CCCSC)nn3)CC2)n1	-33%	1%	?	-8%	?	-2	?	17%	1%	-28%	-24%
O=[N+]([O-])c1ccc(CN2CCN(c3ccccc3Cl)CC2)o1	13%	4%	-3%	-2%	-4%	19	1%	-4%	5%	4%	-3%
O=C(CC1C(=O)NCCN1Cc1ccc(Cl)c(F)c1)NC1CCC1 (configuration not stated)	-7%	8%	-5%	-1%	14%	7	-9%	-1%	0%	2%	0%
CSCCC(NS(=O)(=O)c1ccc(Cl)cc1)C(=O)OCc1c(Cl)cccc1Cl (configuration not stated)	-21%	-4%	9%	15%	-23%	-18	0%	0%	1%[46.1 µM]	-19%	-2%
O=C(CN1CCN(S(=O)(=O)c2ccc(Cl)cc2)CC1)N1CCCC1	0%	1%	-7%	4%	0%	6	-5%	-5%	4%	9%	5%
N#Cc1ccsc1NC(=O)CN1CCN(c2ccccc2)CC1	1%	-8%	3%	7%	-1%	0	?	2%	3%[46.1 µM]	5%	-4%
O=C(C1CC1)N1CCN=C1SCc1cccc(F)c1	16%	7%	0%	2%	6%	1	6%	0%	-14%	-14%	10%
O=S(=O)(c1ccc2c(c1)CCCN2)N1CCCC1	-12%	2%	-7%	-10%	1%	-1	?	-6%	-2%	-6%	0%
CCn1c(-c2cccc(Cl)c2)n[nH]c1=S	16%	-5%	0%	-17%	3%	-4	0%	-1%	3%	12%	-11%
CN(O)/C=c1/ccc2c(n1)C(=O)C=CC=2	-33%	5%	-5%	0%	-28%	2	?	1%	-1%[46.1 µM]	0%	5%
COc1ccc(CCN2C(=O)C3C4CCC(C4=C(C)C)C3C2=O)cc1OC (configuration not stated)	0%	9%	-2%	0%	-19%	-3	4%	0%	8%[46.1 µM]	1%	10%
COc1cccc(OC)c1C(=O)Nc1ccc2c(c1)Cc1ccccc1-2	-17%	2%	-2%	0%	-11%	11	?	-2%	5%	-26%	-2%
C=CCn1c(COc2ccc(OC)cc2)nc2ccccc21	6%	-4%	-4%	-11%	?	1	5%	1%	2%	-9%	1%
COc1cc(OC)cc(C(=O)NCC(=O)OCC(=O)Nc2ncc(Cl)cc2Cl)c1	7%	-6%	-4%	11%	?	8	0%	-2%	-12%	-1%	-1%
O=C(c1ccccc1)c1coc2ccc(O)c(CN3CCOCC3)c12	-3%	3%	1%	-6%	?	2	?	-3%	4%	-7%	1%
COc1ccc(/C=N/NC(=O)c2nnn(-c3nonc3N)c2-c2cccc(OC)c2)cc1	-3%	-2%	2%	6%	3%	-2	7%	-9%	8%	9%	-9%
Cc1cc(-n2c(C)cc(C(=O)CSc3ccccn3)c2C)no1	5%	-2%	-5%	/	?	-14	4%	-1%	-10%[46.1 µM]	2%	3%
COC(=O)c1sccc1NC(=O)Nc1ccc(F)cc1	-9%	6%	-5%	3%	-19%	15	?	-4%	-6%	0%	-5%
CC(=O)c1cccc(NC(=S)NC(=O)c2ccccc2C)c1	-12%	-2%	2%	3%	1%	14	?	0%	-6%	-8%	1%
COc1cc2c(c3oc(-c4ccccc4)cc(=O)c13)C=CC(C)(C)O2	-30%	-5%	0%	27%	-7%	3	?	-5%	-3%	-7%	-15%
Cc1cc(C)cc(C(=O)NCC(=O)N2CCC3(CC2)NCCc2[nH]cnc23)c1	-18%	9%	0%	1%	15%	6	-10%	0%	-2%	-14%	1%
O=c1cc(-c2ccc3c(c2)OCO3)oc2ccccc12	25%	6%	-2%	3%	?	-12	?	0%	27%	-27%	142%[activator]
CCOC(=O)C1C(=O)C=C(/C=C/c2ccc(N(C)C)cc2)CC1c1ccccc1 (configuration not stated)	-18%	4%	5%	-1%	2%	-10	-22%	?	3%[46.1 µM]	?	-11%
Cn1c(=O)[nH]c2sc3c(c2c1=O)CC(C)(C)OC3	12%	-1%	1%	0%	3%	7	?	-1%	1%	-25%	1%
CC(C)CNS(=O)(=O)c1ccc(S(=O)(=O)N2CCC(N3CCCCC3)CC2)cc1	0%	1%	3%	0%	?	-4	1%	-1%	-3%	-14%	-7%
CCCCN(CC)Cc1c(C)[nH]c2c(ccc3ccccc32)c1=O	-7%	-4%	-6%	-13%	6%	-9	0%	-5%	6%	-2%	-2%
CCc1ccccc1NC(=S)N(CCN1CCOCC1)C1CCN(C(C)=O)CC1	18%	-5%	-5%	-7%	-14%	7	3%	-1%	3%	-6%	5%
